Assay outcomes deposited in PubChem by National Center for Advancing Translational Sciences (NCATS).
Tb PFK block: qHTS Assay to Find Inhibitors of T. brucei phosphofructokinase | ATP-dependent 6-phosphofructokinase (Trypanosoma brucei brucei), O15648 | Potency, µM (top dose mostly 57.5 µM), without a hit: at the highest dose activity, negative = inhibition, usual class: inhibitors | 330,000 compounds, 0.17% hits | T. brucei PFK, ADP-Glo luminescence;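 also: potency is read from the fitted curve at half-maximal effect; 0% = uninhibited 1x PFK enzyme wells and -100% = no-enzyme wells; nearly all actives have a fitted effect of over 60% in size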
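In TEA buffer at pH 8.0 with 5 mM MgCl2, enzyme (1.25 nM) converted F6P (0.5 mM) and ATP (0.1 mM) for 45 min at room temperature. ADP product was read by luciferase luminescence.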
B2AR arrestin: qHTS assay of beta-arrestin-biased ligands of beta2-adrenergic receptor. 330,000 compounds, 0.02% hits. beta-arrestin recruitment to beta2AR, cell-based reporter. Beta-2 adrenergic receptor (Homo sapiens), P07550. Potency, µM (titrated, usually from 46.1 µM), for inactives: top-dose activation, usual class: activators;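 also: potency is read from the fitted curve at half-maximal effect; 0% = DMSO controls and full agonism = EC100 isoproterenol or metaproterenol; nearly all actives have a fitted effect of over 65% in size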
Mito fusion yeast: qHTS Assay for Small Molecule Inhibitors of Mitochondrial Division or Activators of Mitochondrial Fusion. S. cerevisiae fusion-defective mutant growth rescue, CellTiterGlo 48 h. Potency, µM (titrated, usually from 46.1 µM), without a hit: at the top dose growth rescue (activation), hits mostly activators. 320,000 compounds, 0.23% hits. AID 485298, 2010;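 also: potency is read from the fitted curve at half-maximal effect; % of control where 0% means no effect; nearly all actives have a fitted effect of over 45% in size; temperature-sensitive fusion mutants such as fzo1-1 at 37 °C on non-fermentable ethanol glycerol medium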
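Luminescent cell viability in 1536-well qHTS format served as the measure of rescued growth in ts fusion-mutant S. cerevisiae cultured on non-fermentable YPEG for 48 hours at 37C.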
ELG1 DNA repair: qHTS screen for small molecules that inhibit ELG1-dependent DNA repair in human embryonic kidney (HEK293T) cells expressing luciferase-tagged ELG1; HEK293T ELG1-luciferase reporter, luminescence, 16 h; DNA damage induced by 5-fluorouridine; 330,000 compounds, 2.3% hits; Potency, µM (titrated, usually from 46.1 µM), for inactives: at the top dose activity change, negative = inhibition, actives largely listed as inhibitors; also: potency is read from the fitted curve at half-maximal effect; % is scaled to controls: 0 for no effect and ±100 for the full control effect; nearly all actives have a fitted effect of over 55% in size
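Luminescence from the luciferase reporter, measured 30 min after ONE-Glo reagent at room temperature, was the read-out. Beforehand, 2,000 cells per well were exposed for 16 hr at 37 °C to 5-fluorouridine together with compound or vehicle.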
TSG101-PTAP inh: qHTS Assay for Iinhibitors of HIV-1 Budding by Blocking the Interaction of PTAP/TSG101 | Potency, µM (series often up to 115 µM), for the others: top-dose activity change, negative = inhibition, hits mostly inhibitors | Tumor susceptibility gene 101 protein (Homo sapiens), Q99816 | AID 493005, 2010 | Fluorescence polarization, FITC-PTAP peptide / Tsg101 binding | 340,000 tested, under 10 active; active = well fitted inhibition curve with a large enough effect in the main read-out, with a control signal flat, not every such curve was filed as active; inconclusive = small, poorly fitted or top-dose-only effect, or effect the other way, or a change in a side signal; inactive = no such curve, though single readings can be large or run the other way; also: potency is read from the fitted curve at half-maximal effect; % of control where 0% means no effect
Target sequence (Q99816 whole entry, looked up): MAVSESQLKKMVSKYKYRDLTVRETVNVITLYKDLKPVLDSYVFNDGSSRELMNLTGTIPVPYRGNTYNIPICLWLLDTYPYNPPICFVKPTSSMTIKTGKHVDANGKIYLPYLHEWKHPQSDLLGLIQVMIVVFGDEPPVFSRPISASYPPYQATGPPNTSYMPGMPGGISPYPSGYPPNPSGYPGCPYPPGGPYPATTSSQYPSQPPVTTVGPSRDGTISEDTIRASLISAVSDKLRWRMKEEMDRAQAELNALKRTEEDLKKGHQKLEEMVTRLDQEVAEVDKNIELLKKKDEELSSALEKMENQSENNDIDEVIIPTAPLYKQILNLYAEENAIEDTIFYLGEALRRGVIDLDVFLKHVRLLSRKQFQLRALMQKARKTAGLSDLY
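FP read-out: FITC-PTAP peptide, 50 nM final, binding Tsg101 binding domain, 10 uM final; 20 min, r.t.; 10 mM HEPES pH 7.5, 0.15 M NaCl, 0.01% Tween 20, 3 mM EDTA, 0.1 mM TCEP.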
USP2a block: qHTS Assay for Inhibitors of Ubiquitin-specific Protease USP2a Using CHOP2 as the Reporter; Ubiquitin carboxyl-terminal hydrolase 2 (Homo sapiens), O75604; USP2 core, Ub-CHOP2 coupled fluorogenic reporter, 485/531; Potency, µM (series often up to 38.3 µM), for the others: at the highest dose activity change, negative = inhibition, actives largely listed as inhibitors; 330,000 compounds, 0.01% hits; AID 463254, 2010;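 also: potency is read from the fitted curve at half-maximal effect; plate controls were DMSO wells for no effect and full inhibition by NEM control for full effect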
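Cell-free coupled assay: 10nM USP2 core preincubated 30min RT with compound in Tris-HCl pH 8.0/CaCl2/CHAPS buffer, then 25nM Ub-CHOP2 and 25nM reporter substrate; fluorescence (Ex 485/Em 531) read after 60min RT, normalized to NEM inhibition, concentration-response curves fitted.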
Eya2 inh: qHTS Assay for Inhibitors of the Phosphatase Activity of Eya2; recombinant Eya2, OMFP fluorescence dephosphorylation (OMFP is methylfluorescein phosphate); Potency, µM (highest dose often 76.9 µM), for the others: at the highest dose activity, negative = inhibition, most hits filed as inhibitors; 330,000 compounds, 0.006% hits; AID 488837, 2010; also: potency is read from the fitted curve at half-maximal effect; % is scaled to controls: 0 for no effect and ±100 for the full control effect
Target sequence (O00167 whole entry, looked up): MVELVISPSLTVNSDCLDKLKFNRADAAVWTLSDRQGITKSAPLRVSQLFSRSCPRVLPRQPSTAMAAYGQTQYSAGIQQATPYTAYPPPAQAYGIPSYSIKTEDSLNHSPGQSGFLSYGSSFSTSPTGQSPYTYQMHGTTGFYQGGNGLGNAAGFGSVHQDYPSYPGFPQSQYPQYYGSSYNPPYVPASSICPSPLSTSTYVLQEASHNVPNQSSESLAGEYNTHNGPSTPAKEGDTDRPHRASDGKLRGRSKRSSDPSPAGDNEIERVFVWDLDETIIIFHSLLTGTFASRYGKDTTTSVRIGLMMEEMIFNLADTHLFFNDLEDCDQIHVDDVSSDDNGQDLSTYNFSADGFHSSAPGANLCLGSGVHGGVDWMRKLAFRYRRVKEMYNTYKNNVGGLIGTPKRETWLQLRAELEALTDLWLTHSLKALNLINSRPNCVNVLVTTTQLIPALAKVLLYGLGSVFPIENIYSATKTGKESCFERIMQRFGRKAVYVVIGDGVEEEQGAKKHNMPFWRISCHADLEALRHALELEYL
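Eya2 protein (added as 0.2 uM solution) was preincubated with compound for 10 min at ambient temperature in 50 mM HEPES pH 7.5, 50 mM NaCl, 5 uM MgCl2, 0.05% BSA, 1 mM DTT. OMFP (added at 50 uM) then reacted 10 min; fluorescence read at 485/525 nm.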
TCR activator: Activators of T cell receptors: qHTS campaign; 330,000 tested, under 10 active; Potency, µM (titrated, usually from 9.22 µM), for inactives: at the highest dose activation of IL-2 secretion, hits mostly activators; AID 504894, 2011; primary human leukocytes, anti-CD3, IL-2 HTRF, 48 h; also: % of control where 0% means no effect
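Primary human leukocytes were stimulated with a-CD3 beads plus compounds for 48 hr without co-stimulation; secreted IL-2 was quantified by HTRF using a-IL-2-K (europium cryptate) and a-IL-2-d2, excited at 320nm with acceptor emission read at 665nm.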
Chronic BCR inh: qHTS Assay to Find Inhibitors of Chronic Active B-Cell Receptor Signaling; ABC-DLBCL IkBa-CBG/CBR reporter, luminescence ratio, 4 h; Potency, µM (series often up to 46.1 µM), for inactives: at the top dose ratio change, negative = lower green/red ratio, hits mostly inhibitors; 340,000 compounds, 0.05% hits; active = well fitted inhibition curve with a large enough effect in the signal ratio, with a control signal flat, not every such curve was filed as active; inconclusive = small, poorly fitted or top-dose-only effect, or effect the other way, or a change in a side signal; the % refers to the signal ratio;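 also: potency is read from the fitted curve at half-maximal effect; plate controls were basal doxycycline-induced cells for no effect and cells given 10 µM MG132 for full effect; MG132 reads +100%, hits lower the ratio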
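Cell line TMD8 (human ABC DLBCL), stably expressing tet-inducible CBG68-IkBa fusion and CBR; IMDM/0.5% FBS; cpd up to 46 uM; dox induction, 4 h, 37C/5% CO2; dual luminescence; green/red ratio; MG132 control.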
TSHR antagonist: Antagonists of the Thyroid Stimulating Hormone Receptor: HTS campaign; AID 504810, 2011; TSHR-expressing cells, TSH-stimulated cAMP HTRF, 2 h; hits give low values; activity change, negative = inhibition, % at 11.5 µM; 330,000 compounds, 0.2% hits; Thyrotropin receptor (Homo sapiens), P16473;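 active = activity change below a set negative limit, meaning inhibition stronger than a set level, cut at about -70% in these data; inconclusive = activity change between two set negative limits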; also: % is scaled to controls: 0 for no effect and ±100 for the full control effect
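Antagonism was scored as loss of TSH-driven cAMP in TSHR cells, stimulated with 4nM TSH (EC80) for 2 hours at 37 deg C and detected by homogeneous HTRF competition immunoassay.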
uPA surface inh: qHTS for Inhibitors of Cell Surface uPA Generation. cell surface uPA generation assay, qHTS. Potency, µM (titrated, usually from 38.3 µM), inactives show top-dose activity change, negative = inhibition, hits mostly inhibitors. 330,000 compounds, 0.31% hits; active = well fitted inhibition curve with a large enough effect; inconclusive = small, poorly fitted or top-dose-only effect; inactive = no such curve, though single readings can be large or run the other way; tested in mouse RAW 264.7 cells; also: potency is read from the fitted curve at half-maximal effect; % is scaled to controls: 0 for no effect and ±100 for the full control effect; nearly all actives have a fitted effect of over 55% in size
The depositor's hits bear a star; ? = inconclusive; . = no result given; [ ] = remark or other dose. Unless noted, calls follow the shape of the dose curve; as a rule, active = well fitted curve in the direction sought with a large enough effect; inconclusive = small, poorly fitted or top-dose-only effect, or another doubt; inactive = no such curve, though single readings can be large; an effect the other way counts as inactive or inconclusive. Random draw from the library. About 3% of those tested had a hit in this group.

SMILES	Tb PFK block	B2AR arrestin	Mito fusion yeast	ELG1 DNA repair	TSG101-PTAP inh	USP2a block	Eya2 inh	TCR activator	Chronic BCR inh	TSHR antagonist	uPA surface inh
COc1ccc(C(C(=O)NC2CCCCC2)N(C(=O)c2snc(C(N)=O)c2N)c2ccc(OC)cc2OC)cc1 (stereo unspecified)	-9%	0.4%	6%	?	-3%	-15%	-7%	-7%	0%	-2	7%
CC1=NN=C(c2ccccc2)C(c2c[nH]c3ccccc23)N1O (stereo unspecified)	-1%	-0.4%	-6%	-9%	-3%	3%	4%	-2%[46.1 µM]	?	-5	-1%
C/C(=N\Nc1nc2ccccc2[nH]1)c1cc2ccccc2o1	3%	0.2%	18%	?	-3%	3%	9%	-4%[46.1 µM]	?	-7	?
CC(C)c1ccc(N(CC(=O)NCc2ccc(F)cc2)C(=O)c2snc(C(N)=O)c2N)cc1	1%	-0.3%	3%	-19%	-2%	3%	5%	3%	2%	-3	-1%
CCOC(=O)[C@@H]1[C@H]2COc3cc(OC)ccc3[C@@H]2N2C(=O)N(c3ccc(C(F)(F)F)cc3)C(=O)[C@@]12C	-1%	-0.6%	-3%	2%	-1%	-5%	-1%	3%	4%	-24	2%
CC(C)C(OC(=O)c1cc2occc2n1C)C(=O)NCc1ccc2c(c1)OCO2 (stereo unspecified)	-2%	0.0%	?	?	-8%	2%	-15%	2%	9%	-14	5%
Cc1ccc(SCC(=O)OCn2nnc3ccccc3c2=O)cc1C	0%	-0.9%	6%	13%	-3%	-1%	4%	11%[46.1 µM]	-9%	-2	4%
O=C(CCc1nnc(C2(c3ccc(Cl)cc3)CCC2)o1)N1CCCC(O)C1 (stereo unspecified)	0%	-0.3%	1%	4%	2%	-1%	-8%	-1%	1%	-3	2%
NC(=O)c1sc2nc(-c3ccccc3)c3c(c2c1N)CCCC3	0%	-0.7%	-7%	-9%	-8%	17%	13%	-11%	17%	8	27%
O=C(CCN1C(=O)C2C3C=CC(C3)C2C1=O)N1CCN(c2ccccc2F)CC1 (stereo unspecified)	-7%	-0.1%	-2%	6%	-1%	1%	-29%	4%	?	2	-7%
COc1ccc(CCNC(=O)c2ccco2)cc1	6%	0.1%	-2%	?	-6%	0%	-3%[15.4 µM]	-3%	0%	-5	0%
CN1CCN(C(=O)CSc2nc(-c3cccs3)ccc2C#N)CC1	0%	0.0%	-3%	-10%	-4%	0%	6%	5%	2%	-5	3%

The closing three entries of the part above open the next one:
SMILES	Tb PFK block	B2AR arrestin	Mito fusion yeast	ELG1 DNA repair	TSG101-PTAP inh	USP2a block	Eya2 inh	TCR activator	Chronic BCR inh	TSHR antagonist	uPA surface inh
O=C(CCN1C(=O)C2C3C=CC(C3)C2C1=O)N1CCN(c2ccccc2F)CC1 (stereo unspecified)	-7%	-0.1%	-2%	6%	-1%	1%	-29%	4%	?	2	-7%
COc1ccc(CCNC(=O)c2ccco2)cc1	6%	0.1%	-2%	?	-6%	0%	-3%[15.4 µM]	-3%	0%	-5	0%
CN1CCN(C(=O)CSc2nc(-c3cccs3)ccc2C#N)CC1	0%	0.0%	-3%	-10%	-4%	0%	6%	5%	2%	-5	3%
O=C(Nc1cccc(S(=O)(=O)N2CCCCC2)c1)C1CCN(C(=O)c2ccc(Cl)cc2)CC1	-12%	0.1%	-3%	?	-3%	-9%	-12%	-2%	5%	-45	-17%
CN(C)S(=O)(=O)c1ccc(NC(=O)C2CCCN(C(=O)c3ccc(Cl)cc3)C2)cc1 (stereo unspecified)	0%	7.3%	1%	-3%	1%	0%	-4%	1%[46.1 µM]	2%	-2	-1%
C/C(CC(=O)Nc1cccc(Cl)c1Cl)=N\NC(=O)c1ccccc1N	-1%	0.0%	9%	4%	-3%	-1%	6%	-6%	?	-7	-4%
O=C(O)/C=C/c1ccc(S(=O)(=O)Nc2ccc(C(=O)NCC(=O)O)cc2)cc1	2%	-0.2%	12%	6%	-3%	2%	1%	-8%	0%	3	-3%
COC(=O)CSc1snnc1-c1ccc(Cl)c(Cl)c1	-8%	-0.6%	-5%	1%	-1%	0%	6%	4%	1%	-23	0%
CC(C)OC(=O)CSc1nc(N)c(C#N)c(-c2ccco2)c1C#N	-10%	-0.2%	5%	-29%	-6%	5%	-8%	9%	7%	12	-2%
CN(CC(=O)Nc1ccccc1Cl)C(=O)COC(=O)c1ccc(-c2ccc(O)cc2)cc1	-2%	-0.2%	.	?	0%	5%	4%	8%	5%	.	12%
COc1ccc(CCNC(=O)c2cc3c(=O)n4cccc(C)c4nc3n(Cc3ccncc3)c2=N)cc1	-5%	-0.2%	-2%	-1%	.	1%	-7%	.	5%	4	.
O=C(N/N=C/c1sc(=O)[nH]c1-[n+]1ccc2ccccc2c1)c1ccccc1[O-]	?	0.0%	1%	19%	-7%	?	13%	-1%	?	22	4%
O=C1C(=O)N(CCCO)C(c2ccccc2)/C1=C(\O)c1ccc(Br)cc1 (stereo unspecified)	-2%	-0.9%	0%	21%	-2%	1%	-6%	-6%	2%	4	-2%
COc1ccc(N2CCCCn3c2nc2c3c(=O)n(C)c(=O)n2C)cc1	-3%	-0.3%	-2%	-22%	-2%	3%	-15%	.	4%	-7	0%
COc1ccc(CCC(=O)OCC(=O)Nc2ccc(C)c(S(=O)(=O)N(C)C)c2)cc1	-1%	-1.1%	-1%	19%	1%	1%	1%	-6%[46.1 µM]	4%	2	-7%
COCCN(CCOC)C(=O)c1cc2c(=O)n3ccccc3nc2s1	4%	-1.0%	0%	?	-10%	3%	13%	-9%	?	112	.
COC(=O)C1CCN(S(=O)(=O)c2ccc(OC)cc2)CC1	-1%	-0.5%	-7%	-2%	-7%	3%	8%	1%	?	-8	1%
COc1cc(N/C=C2\CC(=O)NC(C)=C2C#N)cc(OC)c1OC	-3%	-0.1%	-9%	-16%	-3%	0%	-17%	-1%	2%	11	0%
CCOC(=O)c1c(CC(C)C)csc1NC(=O)c1ccccc1C(=O)O	-4%	-0.1%	5%	-2%	-3%	-4%	-3%	9%	2%	-7	7%
CCn1ncc(C2=NOC(C(=O)Nc3cnn(C45CC6CC(CC(C6)C4)C5)c3)C2)c1C (stereo unspecified)	5%	-0.3%	2%	-29%	-5%	2%	-13%	3%	1%	-9	.
CCCCNS(=O)(=O)CCNCCc1ccccc1	3%	-0.3%	.	?	-1%	-2%	-4%	-7%[46.1 µM]	0%	-1	7%
O=C(NCCO)c1cccc(Nc2nc(-c3ccccc3)c3cc(Cl)ccc3n2)c1	-1%	0.2%	1%	?	-9%	-1%	-23%	-2%	?	-9	.
Cc1ccccc1C(=O)c1cccn1CC(=O)O	-4%	-0.5%	-2%	4%	-3%	4%	-1%	2%	12%	17	0%
COc1ccc(-c2ccc(-c3noc(C(C)C)n3)c(OC)n2)cc1	2%	0.3%	-6%	?	-1%	-5%	3%	5%	?	-20	4%
